Compound activity: PubChem, National Center for Advancing Translational Sciences (NCATS)
Imprint erasure = induces erasure of genomic imprints in mouse ES cells; mouse ES Peg3-LacZ reporter, beta-gal luminescence, 40 h; 0.02% of 110,000 active; Potency, µM (top dose mostly 60.7 µM), for the others: at the highest dose activity change, positive = activation, actives largely listed as activators; AID 1948;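 note: 0% = negative control wells on the plate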
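Each well holds 300 Peg3LacZ-Neo (maternal) female ES cells incubated 40 h at 37C, 5% CO2. LacZ is measured by BetaGlo luminescence, with AC50 and maximum efficacy derived from dose-response curves.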
IkB signaling = suppresses IkB signaling in ABC-DLBCL reporter cells | Potency, µM (doses to about 57.1 µM), for inactives: at the top dose IkBa stabilization activation | 0.04% of 110,000 active | ABC-DLBCL IkBa-CBG/CBR dual luciferase ratio, 4 h; response scale: scaled: untreated 0%, proteasome inhibitor 100%; active = well fitted curve in the direction sought with a large enough effect in the signal ratio, not every such curve was filed as active; inconclusive = small, poorly fitted or top-dose-only effect, or a change in a side signal; the % refers to the signal ratio;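 note: the direction sought is a rising ratio; 0% = basal untreated cells and 100% = reference inhibitor full response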
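Curves were fitted separately to fusion (green), unfused (red) and ratio luminescence, then classed by r2, magnitude and activity. Cells: OCI-Ly3, 4 h compound plus doxycycline at 37C; 10 uM MG-132 defined full response.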
p53ts 32C kill = kills p53ts cells at the permissive temperature; H1299-p53A138V at 32C, ATP luminescence viability, 24 h; Potency, µM (top dose mostly 46.1 µM), without a hit: at the top dose activity change, negative = cytotoxicity, usual class: cytotoxic; 0.93% of 130,000 active; AID 924;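 note: 0% = DMSO and -100% = full killing by reference compound; nearly all actives have a fitted effect of over 55% in size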
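Cells: H1299 p53ts (A138V), 600/well, pre-incubated 16–30 h at 37C. Cpd up to 46 uM, 24 h, 32C. Readout: ATPlite luminescence, 20 min RT. Normalization: DMSO vs tamoxifen 100 uM. AC50 by Hill equation.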
p53ts 39C tox = p53ts cell cytotoxicity, nonpermissive temperature. H1299-p53A138V viability at 39C, ATP luminescence, 24 h. 1.5% of 130,000 active. Potency, µM (titrated, usually from 46.1 µM), for the others: at the highest dose activity change, negative = cell killing, most hits filed as cytotoxic; note: nearly all actives have a fitted effect of over 55% in size
* = called active by the depositor; ? = inconclusive; · = no result given; & = joins results of further samples; [ ] = remark or other dose. Unless noted, calls come from the whole dose curve; as a rule, active = well fitted curve in the direction sought with a large enough effect; inconclusive = small, poorly fitted or top-dose-only effect, or another doubt; inactive = no such curve, though single readings can be large; an effect the other way counts as inactive or inconclusive. Unless noted, % is set by controls: 0 for no effect and ±100 for the full control effect; potency is the fitted concentration of half-maximal effect. No enrichment for hits (roughly 1.8% active in at least one column).

SMILES	Imprint erasure	IkB signaling	p53ts 32C kill	p53ts 39C tox
Cn1c(=O)n(C)c2cc(NS(=O)(=O)c3ccc(C(C)(C)C)cc3)c(NCc3ccccc3)cc21	-16%[10.9 µM]	?	-22%	?
C=CCn1c(SCC(=O)Nc2cc3oc4ccccc4c3cc2OC)nnc1-c1cnccn1	-9%	3.3%	-3%	-5%
Nc1ccc(S(=O)(=O)c2ccc(NC(=O)c3cccnc3)cc2)cc1	-9%[10.9 µM]	0.2%[11.4 µM]	12%[9.22 µM]	7%[9.22 µM]
CCOc1ccc(-c2nnc(SCC(=O)NC(C)CC)nc2-c2ccc(OCC)c(OC)c2)cc1OC (stereo not drawn)	20%[10.9 µM]	2.2%	10%	1%
CCC(=O)N1CCc2cc(CNC(=O)c3ccc(F)cc3)ccc21	25%[10.9 µM]	-3.9%	3%	1%
CCOC(=O)N1CCN(Cc2nc(-c3ccc(C)cc3)no2)CC1	0%	0.0%	-2%	-11%
CCOCCCNC(=O)CN1CCN(c2ccc(F)cc2)CC1	-7%	-1.3%	2%	13%
CSc1ccc2c(c1)C(N1CCN(C)CC1)Cc1ccccc1S2 (stereo not drawn)	-25%&-6%	·	-9%	?
CCN(CC)CCNC1=CC(=O)OC12CCCCC2	·	·	15%	17%
N#Cc1c(-n2ncnc2-c2cccc(Cl)c2)sc2c1CCCCC2	14%[10.9 µM]	103%	10%	-1%
N#Cc1ccccc1NC(=O)COC(=O)c1ccc(S(=O)(=O)N2CCCC2)cc1	-9%	1.2%	7%	-1%
COC(=O)c1ccc(C(NC(=O)OCc2ccccc2)/C(=C/[C@@H](C)C(=O)NCc2ccc(-c3ccccc3)cc2)c2cccnc2)cc1 (stereo partly drawn)	-16%	·	19%	-2%
Cc1ncc2c(c1OC(=O)c1ccccc1)COC(C)(C)OC2	-20%	-0.3%	-6%	-14%
CCC(=O)CC(NC(=O)OC)c1ccc(F)cc1 (stereo not drawn)	·	·	1%[9.22 µM]	2%[9.22 µM]
CCCCN(CC)C(=O)CSc1nc2c(sc3ccccc32)c(=O)n1CCc1ccccc1	-6%[10.9 µM]	?	2%	-14%
COc1ccc(S(=O)(=O)Nc2ccc(NC(C)=O)cc2)cc1OC	-8%	-1.3%	3%	-1%
CN(C)S(=O)(=O)c1cccc(C(=O)C2=C3SC=C(c4ccccc4)N3CC2)c1	-13%	1.3%	0%	-10%
CCCCN1C(=O)CN(C2CCCCCC2)C(=O)C1c1ccc(OCC)c(OC)c1 (stereo not drawn)	-11%[10.9 µM]	-0.7%	4%	-27%
COc1cccc(-c2cncnc2NCc2cccc(C)c2)c1	-13%	2.8%[11.4 µM]	-8%	-2%
CC(C)(O)C#Cc1ccccc1C(=O)NC(CC(N)=O)C(=O)O (stereo not drawn)	-6%	1.3%	3%	16%
Brc1ccccc1-c1nnc(COc2ncnc3c2cnn3-c2ccccc2)o1	-19%	?	-9%	-18%
O=c1c2c(nc3nc(SCc4ccccc4)[nH]n13)CCC2	-15%	?	-4%	2%
Cc1csc(SCC(=O)Nc2c(C)n(C)n(-c3ccccc3)c2=O)n1	-12%	-0.1%	2%	-6%
C=CCNc1oc(COc2ccc(C)cc2)nc1C#N	-6%	-1.4%	-2%	-7%
CN(C)S(=O)(=O)c1ccc(C(=O)Nc2ccc(OCC(=O)N3CCOCC3)cc2)cc1	-2%	-2.7%	?	?
O=C(Nc1nc2c(Cl)cccc2s1)c1ccc(Br)o1	-21%	?	-8%	-1%
O=C(O)CNC1=NCCC1	-1%	-0.7%	?	6%
CC(C)NC(=O)Cn1nnc(-c2ccc(Cl)cc2)n1	-7%	-0.3%	7%	11%
CCc1ccccc1NC(=O)c1ccc2c(c1)c(C)c(C)n2Cc1ccccc1	-16%[10.9 µM]	-0.4%	-6%	-2%
CC(C)C(NS(=O)(=O)c1ccc(Br)s1)C(=O)O (stereo not drawn)	3%	-1.2%	0%	-7%
COc1ccccc1Nc1sc(C(=O)c2ccc(C)cc2C)c(N)c1S(=O)(=O)c1ccccc1	-11%[10.9 µM]	-3.6%	8%	-14%
COc1cc(Cl)c(C)cc1NC(=O)c1cc2c(=O)oc3ccccc3c2s1	10%[10.9 µM]	?	-3%	8%
Cc1nc(NC(=O)c2cc3c(s2)CCCCC3)sc1C(=O)N(C)C	1%	?	-14%	-23%
Cc1c(NC(=O)c2cc(-c3cccc(O)c3)on2)c(=O)n(-c2ccccc2)n1C	3%[10.9 µM]	?	3%	-2%
CN1C(=C2C(=O)OC(C)(C)OC2=O)Sc2ccccc21	-38%[inhibitor]	-0.2%	?	-23%
COc1ccc(-c2nc3cnc(N4CCNCC4)nc3n(CCc3ccccc3)c2=O)cc1	·	-0.4%[11.4 µM]	?	?
COc1ccc(N=c2oc3c(OC)cccc3cc2C(=O)NCc2ccco2)cc1OC	-4%	?	6%	-3%
c1ccc(-n2nnnc2SCc2cn3ccccc3n2)cc1	-3%	0.6%	4%	6%
CCOC(=O)C1CCCCN1Cc1ccc(F)c(Br)c1 (stereo not drawn)	·	·	9%	-11%
COc1cc(C)c(S(=O)(=O)N2CCOCC2)cc1C	·	·	-1%	-6%
O=C(O)CCC(=O)NC1CCCCCCC1	12%	0.3%	11%	6%
Cc1noc(C)c1S(=O)(=O)Nc1ccc(C(=O)Nc2ccc(C(C)C)cc2)cc1	?	?	-11%	17%
COc1ccc(C(=O)NCC2OCCc3ccccc32)c(O)c1 (stereo not drawn)	-25%	-2.7%	?	?
C=CCn1c(=O)/c(=C/c2ccc(Cl)cc2)s/c1=C(/C#N)c1nnc2n1CCCCC2	-11%	?	12%	-5%
O=C(CSCc1cnn(-c2ccccc2)c1-n1cccc1)NCc1cccs1	-8%	?	3%	-10%
COc1ccccc1C(=O)Nc1ccc2nc(SCC(=O)N3CCCC3)sc2c1	-13%[10.9 µM]	?	-7%	10%
O=C(O)CCC(=O)Nc1ccc2c(c1)oc1ccccc12	-43%[inhibitor]	?	-15%	-7%
CC(=O)N1CCCc2cc(S(=O)(=O)N3CCCC(C(=O)Nc4ccc(F)cc4F)C3)ccc21 (stereo not drawn)	-9%[10.9 µM]	?	1%	-12%
CC1(Cc2cn(CCC#N)c3ccccc23)OCCO1	-7%	3.6%	-7%	1%
COCCCNC(=O)CCn1c(=O)c2ccccc2n(CC(=O)Nc2ccc(C)cc2C)c1=O	0%	0.1%	-8%	-4%
CCCC1=C(C(=O)OCC)C(c2ccc(O)cc2)n2ncnc2N1 (stereo not drawn)	5%	0.7%	1%	23%
Cc1cc(NS(=O)(=O)c2ccc(NC(=O)C(C)N3C(=O)c4ccccc4C3=O)cc2)nc(C)n1 (stereo not drawn)	0%	0.4%	1%	10%
CC1CC(C)CN(CC(=O)Nc2ccc(S(N)(=O)=O)cc2)C1 (stereo not drawn)	-15%	2.5%	-3%	16%
COc1ccc(-c2nc(-c3ccc(NC(=O)c4ccc(Br)o4)cc3)no2)cc1OC	-50%[inhibitor]	0.7%	?	13µM*
N#Cc1c(N2CCN(C(=O)c3ccco3)CC2)nc(-c2ccccc2)c2c1CCCC2	-23%	?	40%[activator]	55%[activator]
C/C=C/Cn1c(SCc2ccccc2)nc2c1c(=O)[nH]c(=O)n2C	-2%	1.0%	-3%	1%
COc1ccc(C)cc1NC(=O)C1CCN(S(=O)(=O)c2cccc3cccnc23)CC1	-13%	?	-6%	8%
COCCn1c(SCC#N)nnc1-c1ccccc1O	-5%	0.2%	1%	7%
Cc1cc(N2CCN(c3ccccc3)CC2)nc(-n2nc(C)cc2C)n1	-11%	5.8%	3%	11%
COc1ccc(S(=O)(=O)NC(CC(=O)N2CCc3ccccc32)c2ccco2)cc1 (stereo not drawn)	-15%	0.1%	16%	-9%
Remaining list, next part:
SMILES	Imprint erasure	IkB signaling	p53ts 32C kill	p53ts 39C tox
Cc1cccn2cc(CNC(=O)CC3CCCC3)nc12	-11%	-1.3%	0%	-6%
COc1ccc(NC(=O)Nc2cccs2)cc1OC	-16%	1.1%	?	?
[O-][n+]1onc2c1C(N1CCOCC1)CCC2N1CCOCC1 (stereo not drawn)	7%	-0.6%	8%	14%
CCOc1ccccc1-c1nnc(SCC(=O)Nc2ccccc2)o1	-16%	10%	5%	9%
